p47phox inh: blocks human p47phox regulatory protein of NADPH oxidases; p47phox/p22phox peptide binding, fluorescence polarization, 2 h; P14598; AID 1274; inhibition, % at 24.7 µM; 220,000 tested, 0.53% active;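 active = inhibition above about 30%, limit read from the data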;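 note: 0% = p47phox with labelled peptide and 100% = labelled peptide alone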
NPY-Y1 PAM-ag: potentiates or activates human NPY-Y1 receptor; P25929; NPY-Y1 expressing cells, potentiator/agonist activation; activation, % at 3.6 µM; 220,000 tested, 0.37% active; AID 1304; in the data active = activation above about 33%, passing the limit was not always enough;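 note: cells stimulated with NPY at EC10 then isoproterenol at EC100; 0% = low agonist plus stimulus and 100% = saturating agonist plus stimulus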
Target sequence (P25929 whole entry, looked up): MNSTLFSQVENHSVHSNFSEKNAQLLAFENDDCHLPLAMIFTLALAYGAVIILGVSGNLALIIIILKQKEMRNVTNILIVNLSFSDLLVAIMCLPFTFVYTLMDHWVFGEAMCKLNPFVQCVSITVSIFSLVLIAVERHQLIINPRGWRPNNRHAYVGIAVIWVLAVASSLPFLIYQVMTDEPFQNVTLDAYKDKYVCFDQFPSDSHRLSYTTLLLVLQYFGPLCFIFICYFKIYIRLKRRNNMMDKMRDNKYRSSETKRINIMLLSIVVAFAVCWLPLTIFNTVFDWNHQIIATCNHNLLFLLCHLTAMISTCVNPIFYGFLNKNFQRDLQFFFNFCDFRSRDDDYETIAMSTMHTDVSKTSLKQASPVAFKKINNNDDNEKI
NPY Y1 blocker: NPY-Y1 (human) receptor antagonism. HEK293-CNG Y1 cells, membrane potential fluorescence; NPY at EC95, then isoproterenol. inhibition, % at 3.6 µM. 200,000 tested, 1% active;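 active = inhibition above the campaign mean inhibition of all tested compounds plus 3 SD, cut at about 20% in these data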;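 note: 0% = DMSO wells given NPY plus isoproterenol and 100% = isoproterenol alone without NPY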
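Test system: HEK293 cells co-expressing NPY Y1 receptor and cyclic-nucleotide gated channel; Also added: NPY (25 nM), isoproterenol (1 µM), Ro 20-1724 (25 µM); Compound dosing: one concentration, 3.6 µM, in 0.4% DMSO; Timing: dye 3 h, compound 60 min room temperature, stimulation 45 min; Technique: Membrane-potential fluorescent dye readout.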
CHOP inh: CHOP inhibition in unfolded protein response | 220,000 tested, 3.8% active | CHO-K1 CHOP-promoter luciferase, tunicamycin-induced, 15-18 h | inhibition, % at 10 µM | AID 2732;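 active = compounds that reduced the stress-induced luciferase reporter signal by more than about 70% of percent inhibition, limit read from the data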;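 note: 0% = tunicamycin plus vehicle and 100% = wells without tunicamycin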
NPY2 pot ag: potentiates or activates human NPY-Y2 receptor; cells expressing NPY-Y2, potentiator/agonist read-out; activation, % at 3.6 µM; 220,000 tested, 0.45% active; AID 1359; in the data active = activation above about 27%;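 note: cells stimulated with NPY near EC25 plus isoproterenol at EC100; 0% = vehicle plus submaximal agonist and 100% = vehicle plus saturating agonist; some results beyond the cut were filed as inactive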
BaF3 parental: reduces parental Ba/F3 cell viability, JAK2V617F counter-screen; AID 1486; 220,000 tested, 1.1% active; inhibition, % at 5.6 µM; CellTiter-Glo ATP luminescence;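 active = inhibition above a per-campaign cutoff, the mean inhibition of all tested compounds plus 3 SD, cut at about 27% in these data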;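 note: 0% = DMSO wells and 100% = JAK Inhibitor I control wells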
Ba/F3 V617F tox: reduce viability of Ba/F3 cells dependent on JAK2V617F | Ba/F3 EpoR-JAK2V617F viability, ATP luminescence | inhibition, % at 5.6 µM | 220,000 tested, 1.1% active | AID 1446;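 active = inhibition above the campaign mean plus 3 SD over all tested compounds, cut at about 24% in these data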;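 note: cytokine-independent growth of Ba/F3 cells driven by EpoR plus mutant JAK2; 0% = DMSO-treated cells and 100% = JAK inhibitor I control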
S1P4 agonist: activates the human S1P4 receptor | O95977 | S1P4-expressing cell line, agonist reporter assay | activation, % at 4.98 µM | 220,000 tested, 0.35% active | AID 1509; in the data active = activation above about 11%;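 note: 0% = DMSO vehicle and 100% = reference agonist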
Target sequence (O95977 whole entry, looked up): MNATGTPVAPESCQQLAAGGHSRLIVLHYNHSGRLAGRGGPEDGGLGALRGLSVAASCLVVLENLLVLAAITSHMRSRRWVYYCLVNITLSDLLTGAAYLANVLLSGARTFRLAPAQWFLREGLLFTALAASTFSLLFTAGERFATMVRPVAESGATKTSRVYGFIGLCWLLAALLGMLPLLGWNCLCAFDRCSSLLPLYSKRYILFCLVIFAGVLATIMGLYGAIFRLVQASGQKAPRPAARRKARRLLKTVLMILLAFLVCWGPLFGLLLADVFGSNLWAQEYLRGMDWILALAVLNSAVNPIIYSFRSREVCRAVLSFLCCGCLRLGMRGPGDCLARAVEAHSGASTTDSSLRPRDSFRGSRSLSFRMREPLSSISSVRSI
S1P4 antagonist: human S1P4 receptor antagonism | O95977 | S1P4-expressing cells, antagonist mode, reporter read-out | inhibition, % at 4.98 µM | 220,000 tested, 0.26% active | AID 1510; in the data active = inhibition above about 29%;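 note: 0% = wells stimulated with agonist and 100% = vehicle wells without agonist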
Active calls of the source: *; · = not tested or not shown.

1) O=C(CCC(=O)OCC(=O)c1ccc(-c2ccccc2)cc1)Nc1cccc(Cl)c1
2) CCN(CC)C(=O)Cn1c(=O)n(-c2ccccc2)c(=O)c2c3c(sc21)CCC3
3) CC(=O)NNC(=O)CCC(=O)Nc1ccccc1
4) Cn1c(=O)n(CCc2ccccc2)c(=O)c2c1nc1n2CCCN1CCc1ccccc1
5) O=C1C=C(c2ccccc2)CC(c2cccs2)C1n1cnc([N+](=O)[O-])c1 (stereo not given)
6) O=C1CN(C(=O)CSc2nnnn2-c2ccc(Cl)cc2)c2ccccc2N1
7) Fc1ccc(NC(=S)N2CCCC2)cc1
8) Cc1nc2c3ccccc3n(CC#N)c(=O)n2n1

Screen / compound no.	1	2	3	4	5	6	7	8
CHOP inh	30	4	13	7	-5	20	·	-5
S1P4 antagonist	0	-5	0	-11	-2	-11	-26	2
NPY2 pot ag	12	4	0	10	-11	2	4	-3
NPY Y1 blocker	-2	1	-1	-5	8	-3	-1	3
S1P4 agonist	-2.6	-2.3	0.0	-0.8	-2.7	0.8	-1.5	0.6
NPY-Y1 PAM-ag	28	33	-1	11	-2	-3	-3	13
p47phox inh	1	1	-14	-2	0	-12	·	-6
Ba/F3 V617F tox	-5	-7	-4	-2	1	-4	-5	-3
BaF3 parental	3	0	2	0	3	1	1	4

9) COCCn1c(=NC(=O)c2ccc3c(c2)OCCO3)sc2cc(S(N)(=O)=O)ccc21
10) CCCP(=O)(CC(=O)O)c1ccccc1 (stereo not given)
11) Cc1ccc2c(C(=O)CN3CCN(c4ccccc4)CC3)c(C)[nH]c2c1
12) Cc1ccc(CNC(=O)c2cn(C3CCCCC3)c(=O)c3c2c2ccccc2n3C)o1
13) O=C(Nc1ccc(F)cc1)C(Sc1nnc2ccccn12)c1ccccc1 (stereo not given)
14) N#Cc1cc(Cl)c(N2CCOCC2)cc1C#N
15) CC1CN(S(=O)(=O)c2ccc(C(=O)Nc3ccc(S(=O)(=O)Nc4ncccn4)cc3)cc2)CC(C)O1 (stereo not given)
16) CCn1c(SCC(=O)c2c(N)n(C)c(=O)n(C)c2=O)nnc1-c1ccccc1

Screen / compound no.	9	10	11	12	13	14	15	16
CHOP inh	38	-2	17	-104	19	15	-14	-2
S1P4 antagonist	-4	-9	0	-1	-5	-14	-9	-3
NPY2 pot ag	-18	0	1	-3	-1	-4	-5	7
NPY Y1 blocker	3	9	1	3	-1	-3	3	8
S1P4 agonist	16*	-0.5	-0.5	1.4	1.4	-0.3	3.5	2.1
NPY-Y1 PAM-ag	10	-3	-7	-6	10	-10	-4	0
p47phox inh	·	-5	26	-14	-4	5	-4	-6
Ba/F3 V617F tox	0	-1	5	-2	-1	2	2	-3
BaF3 parental	5	6	8	1	4	3	4	3

17) CC(C)(CO)Nc1ccc([N+](=O)[O-])cc1[N+](=O)[O-]
18) O=C1CSC(c2ccccn2)N1Cc1cn2ccccc2n1 (stereo not given)
19) CCCc1ccc(-c2c(C)sc(NC(=O)c3ccnn3C)c2C#N)cc1
20) C/C(=N\NS(=O)(=O)c1ccc(C)cc1)c1ccc(Br)s1
21) Cn1c(=O)n(Cc2ccccc2F)c2ccccc21
22) CCN(CC)CCCNC(=O)CSc1c2c(nc3cc(Cl)ccc13)CCCC2
23) COc1ccccc1NC(=O)C1CCCN(c2nc(C)cc(C)n2)C1 (stereo not given)
24) Cc1ccc(C(=O)Nc2cccc(C(=O)N3CCOCC3)c2)cc1

Screen / compound no.	17	18	19	20	21	22	23	24
CHOP inh	-17	13	76*	34	27	-25	8	-29
S1P4 antagonist	5	-2	-5	11	-18	14	-8	-13
NPY2 pot ag	-9	5	-18	-16	6	-8	-25	3
NPY Y1 blocker	1	-1	-3	9	-1	3	7	10
S1P4 agonist	-0.6	-1.5	-4.9	-1.8	0.6	-0.6	2.0	1.9
NPY-Y1 PAM-ag	-9	3	-1	-21	16	5	-32	6
p47phox inh	11	-3	-7	-20	-9	-8	-2	7
Ba/F3 V617F tox	1	-3	-2	-2	-3	4	3	2
BaF3 parental	4	2	3	2	-1	-3	2	1

25) O=C(O)C1CC=CCC1C(=O)NNc1ccccc1 (stereo not given)
26) COc1ccc(CNC(=O)c2cccnc2Sc2ccc(C)c(C)c2)cc1
27) CCCNCC(O)Cn1c2ccccc2n2c(=O)cc(C)c(C#N)c12 (stereo not given)
28) CCS(=O)(=O)n1nc(-c2ccc(Cl)cc2)nc1N
29) CCN(CC(=O)Nc1ccccc1OC)C(=O)COc1ccc2ccccc2c1
30) CC(=O)Nc1nc(C)c(-c2csc(Nc3ccc(O)cc3)n2)s1
31) Cc1ccc(OC(=O)Nc2ccccc2)cc1
32) COc1ccc(Cl)cc1NC(=O)COc1cccc(-n2cnnn2)c1

Screen / compound no.	25	26	27	28	29	30	31	32
CHOP inh	17	23	-10	21	13	-7	-5	-1
S1P4 antagonist	-9	-10	-29	-4	-3	9	0	-18
NPY2 pot ag	-2	-4	-11	7	-16	13	8	-5
NPY Y1 blocker	5	4	13	1	24*	-6	4	3
S1P4 agonist	0.8	0.1	2.0	-2.1	0.0	-1.8	1.9	-1.0
NPY-Y1 PAM-ag	21	-5	-1	2	-39	11	2	-15
p47phox inh	2	-4	-60	-8	-2	-22	8	-8
Ba/F3 V617F tox	1	-3	2	-3	4	9	-2	-3
BaF3 parental	2	2	13	-2	3	0	9	1

33) COc1ccc2c(C)cc(SCC#N)nc2c1
34) O=C(Nc1cccc2ccccc12)c1ccc(OC(=S)N2CCOCC2)cc1
35) COc1cc(CCC(=O)OCC(=O)NCc2ccc(Cl)cc2)cc(OC)c1OC
36) CCOC(=O)C1=NNC2(c3ccc(Cl)cc3)C(=O)N(c3ccc(C)cc3)C(=O)C12 (stereo not given)
37) COC(=O)CN(c1ccc2c(c1)OCO2)S(C)(=O)=O
38) Cc1c(NC(=O)c2c(NC(=O)CNC3CC3)sc3c2CCCC3)c(=O)n(-c2ccccc2)n1C
39) O=C(NCCCN1CCCC1)C1CCC(=O)N1C1CCCCC1 (stereo not given)
40) Cc1c(CCO)c(=O)oc2n[nH]c(-c3ccccc3)c12

Screen / compound no.	33	34	35	36	37	38	39	40
CHOP inh	-11	14	4	3	-9	3	26	2
S1P4 antagonist	-11	9	0	-25	-30	-12	-13	-2
NPY2 pot ag	-19	-14	1	4	25	-4	16	8
NPY Y1 blocker	13	1	5	-1	10	0	8	-5
S1P4 agonist	1.3	0.5	0.8	-1.6	-0.8	0.1	0.1	-1.3
NPY-Y1 PAM-ag	-15	11	5	-9	-8	15	16	7
p47phox inh	-21	-7	4	-6	-8	-5	-18	2
Ba/F3 V617F tox	-3	0	0	1	-2	2	-2	0
BaF3 parental	-1	4	3	9	1	9	1	1

41) COc1ccc(C2NS(=O)(=O)N=C2N)cc1 (stereo not given)
42) COc1ccc(S(=O)(=O)Nc2cc3c4c(oc3c3ccccc23)CCCC4=O)cc1
43) Cn1c(SCC(=O)c2ccc(O)c(O)c2)nnc1-c1cccs1
44) COc1ccc(C(=O)N/C(=C/c2cccc3ccccc23)C(=O)NCCc2c[nH]c3ccccc23)cc1OC
45) Cc1ccc(C(=O)OCC(=O)NCC(F)(F)F)cc1C
46) Cc1ccccc1NC(=O)CNc1ccc(Cl)c(C(F)(F)F)c1
47) CC(=O)C(=Nc1ccccc1Cl)NNc1ccc(Cl)cc1
48) Cc1cccc(N2C(=O)CC(Cn3nc(C)cc3C)C2=O)c1 (stereo not given)

Screen / compound no.	41	42	43	44	45	46	47	48
CHOP inh	26	41	-7	12	-31	17	25	21
S1P4 antagonist	-27	-6	1	0	-13	-12	13	1
NPY2 pot ag	4	0	-8	-10	-14	10	26	-10
NPY Y1 blocker	6	2	·	7	2	-2	-15	·
S1P4 agonist	5.5	0.6	1.8	-0.2	2.0	0.1	2.8	0.1
NPY-Y1 PAM-ag	23	6	19	-15	4	7	31	-6
p47phox inh	-5	-32	7	-19	2	-5	6	-15
Ba/F3 V617F tox	-2	4	-2	3	-4	-2	-3	-3
BaF3 parental	3	9	-3	8	5	4	-1	1

49) Cc1cccc(C(=O)c2ccccc2C(=O)O)c1
50) Cc1cc(C)nc(/N=C(\N)Nc2cc([N+](=O)[O-])ccc2C)n1
51) O=C(Nc1ccccc1)Nc1cc(S(=O)(=O)N2CCOCC2)ccc1N1CCCC1
52) CCOc1ccc(NC(=O)CCC(=O)NNC(=O)COc2ccccc2C)cc1
53) O=C(O)C1CC1C(=O)Nc1cc(F)ccc1F (stereo not given)
54) CC1CCN(S(=O)(=O)c2ccc(C(=O)NCc3ccc4c(c3)OCO4)cc2)CC1
55) CCOC(=O)c1c(C)n(C)c2ccc(O)c(CN3CCC(C)CC3)c12

Screen / compound no.	49	50	51	52	53	54	55
CHOP inh	-1	14	1	1	27	27	6
S1P4 antagonist	-10	-16	-10	-1	-18	-22	-12
NPY2 pot ag	-3	-6	4	-3	28*	5	-12
NPY Y1 blocker	·	6	11	-1	-1	4	17
S1P4 agonist	1.5	1.1	-0.5	-0.5	1.6	3.3	0.9
NPY-Y1 PAM-ag	-7	11	-3	3	7	3	-38
p47phox inh	-17	-1	-6	-1	4	6	5
Ba/F3 V617F tox	-2	1	1	-2	0	-6	-1
BaF3 parental	3	1	0	0	3	1	-1

In the list so far, these contain a thiophene ring, fused or not.
2) CCN(CC)C(=O)Cn1c(=O)n(-c2ccccc2)c(=O)c2c3c(sc21)CCC3
5) O=C1C=C(c2ccccc2)CC(c2cccs2)C1n1cnc([N+](=O)[O-])c1 (stereo not given)
19) CCCc1ccc(-c2c(C)sc(NC(=O)c3ccnn3C)c2C#N)cc1
20) C/C(=N\NS(=O)(=O)c1ccc(C)cc1)c1ccc(Br)s1
38) Cc1c(NC(=O)c2c(NC(=O)CNC3CC3)sc3c2CCCC3)c(=O)n(-c2ccccc2)n1C
43) Cn1c(SCC(=O)c2ccc(O)c(O)c2)nnc1-c1cccs1

Screen / compound no.	2	5	19	20	38	43
CHOP inh	4	-5	76*	34	3	-7
S1P4 antagonist	-5	-2	-5	11	-12	1
NPY2 pot ag	4	-11	-18	-16	-4	-8
NPY Y1 blocker	1	8	-3	9	0	·
S1P4 agonist	-2.3	-2.7	-4.9	-1.8	0.1	1.8
NPY-Y1 PAM-ag	33	-2	-1	-21	15	19
p47phox inh	1	0	-7	-20	-5	7
Ba/F3 V617F tox	-7	1	-2	-2	2	-2
BaF3 parental	0	3	3	2	9	-3

Source: PubChem
